Efflux pump mplx: inhibitors of Candida efflux pumps in yeast, primary screen, S. cerevisiae, Nile Red, multiplex; S. cerevisiae Candida pump triplex; inhibition, % at 10 µM; hit rate 0.44% among 330,000; AID 485275, 2010;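 active = plate passing quality check with inhibition over a set limit, or well fluorescence over plate mean plus 4 SD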;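 note: Nile Red retained in pooled yeast measured as flow cytometry median fluorescence; 0% = buffer negative control and 100% = Enniatin B positive control; higher means more Nile Red kept so more efflux inhibition; some compounds called inactive have numbers as strong as hits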
TPT1 inhibitor: Candida albicans TPT1 enzyme inhibitors, primary screen, biochemical, fluorescence polarization | tRNA 2'-phosphotransferase TPT1 (Candida albicans SC5314) | recombinant caTPT1, FP RNA substrate dephosphorylation | inhibition, % at 5 µM | hit rate 0.81% among 300,000 | AID 1962, 2009;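 active = inhibition above the mean of all tested compounds plus 3 SD, set per screening campaign, cut at about 24% in these data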;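 note: plate controls were DMSO alone for no effect and ferristatin control at 100 nM for full effect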
EBNA-1 inh: EBNA-1 DNA-binding inhibitors, primary screen, biochemical, fluorescence polarization; AID 1950, 2009; hit rate 0.34% among 300,000; inhibition, % at 14.8 µM; in the data active = inhibition above about 28%
PP5 inh: PP5 phosphatase inhibitors, primary screen, biochemical, fluorescence. Serine/threonine-protein phosphatase 5 (Homo sapiens), P53041. purified PP5c, OMFP substrate fluorescence. inhibition, % at 6.7 µM. hit rate 0.18% among 320,000. AID 1987, 2009;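 active = inhibition above the campaign's mean inhibition across all tested compounds plus 3 SD, cut at about 9.5% in these data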;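 note: 0% = DMSO only and 100% = 100 µM cantharidin control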
core dimer inh: inhibitors of HCV core protein dimerization, primary screen, biochemical, TR-FRET, high-throughput | hit rate 0.33% among 300,000 | TR-FRET GST/Flag-core106 dimerization, 1536-well | inhibition, % at 5 µM;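 active = inhibition above the mean of all tested compounds plus 3 SD, set per screening campaign, cut at about 45% in these data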
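assay system = GST-tagged and Flag-tagged HCV core protein residues 1-106 | controls = unlabelled core106 and no-GST-core106 wells | incubation = compound-protein-antibody incubation 4 h at 22.5 °C | probe or stimulus = Eu donor and XL665 acceptor anti-tag antibodies | read-out = % inhibition based on acceptor/donor emission ratio | signal = TR-FRET 671 and 617 nm emission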
PP1 counter: PP1-alpha phosphatase inhibitors, primary screen, counter-screen for PP5 inhibitor project, biochemical, fluorescence, OMFP substrate, single point; purified PP1alpha; inhibition, % at 6.7 µM; hit rate 0.9% among 320,000;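 active = inhibition above the mean inhibition of all tested compounds plus 3 SD, computed separately for each screening campaign, cut at about 15% in these data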
CTSL1 counter: Fasciola hepatica cathepsin L1 inhibitors, primary screen, counter-screen for PFM18AAP inhibitor project, biochemical, QFRET, fluorogenic peptide substrate; recombinant F. hepatica cathepsin L1, Z-Leu-Arg-MCA fluorescence; inhibition, % at 5.96 µM; hit rate 0.49% among 300,000; AID 1906, 2009;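 active = inhibition above the mean of all tested compounds plus 3 SD, set per screening campaign, cut at about 17% in these data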;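 note: 0% = plate median of test compound wells and 100% = 1 µM Z-Phe-Ala-diazomethylketone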
PREPL inh: PREPL enzyme inhibitors, primary screen, biochemical, fluorescence polarization; Prolyl endopeptidase-like (Homo sapiens), Q4J6C6; recombinant PREPL, fluorescence polarization activity-based probe; inhibition, % at 5.96 µM; hit rate 0.68% among 320,000; AID 2751, 2010; in the data active = inhibition above about 43%;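 note: 0% = enzyme with DMSO and 100% = wells lacking enzyme; many of its hits are not listed in these tables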
Target sequence (Q4J6C6 whole entry, looked up): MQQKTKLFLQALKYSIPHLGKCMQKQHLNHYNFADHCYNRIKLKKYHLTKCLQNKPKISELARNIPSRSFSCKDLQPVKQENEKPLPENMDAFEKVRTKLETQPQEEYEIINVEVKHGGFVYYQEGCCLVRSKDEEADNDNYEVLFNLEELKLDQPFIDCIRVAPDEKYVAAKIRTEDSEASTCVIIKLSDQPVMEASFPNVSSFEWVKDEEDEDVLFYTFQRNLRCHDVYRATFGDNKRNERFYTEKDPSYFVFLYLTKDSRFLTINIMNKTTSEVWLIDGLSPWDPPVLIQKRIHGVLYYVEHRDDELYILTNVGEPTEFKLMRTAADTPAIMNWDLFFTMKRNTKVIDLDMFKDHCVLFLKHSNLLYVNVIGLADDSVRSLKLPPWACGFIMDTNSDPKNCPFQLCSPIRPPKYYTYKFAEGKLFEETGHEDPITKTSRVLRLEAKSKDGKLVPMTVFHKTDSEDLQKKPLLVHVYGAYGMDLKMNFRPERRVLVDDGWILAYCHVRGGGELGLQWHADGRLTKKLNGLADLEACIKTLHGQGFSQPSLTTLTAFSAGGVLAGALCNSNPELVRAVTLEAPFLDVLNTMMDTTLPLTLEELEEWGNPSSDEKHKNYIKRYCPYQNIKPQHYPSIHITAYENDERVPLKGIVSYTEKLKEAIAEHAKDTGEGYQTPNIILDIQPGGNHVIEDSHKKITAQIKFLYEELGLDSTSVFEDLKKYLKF
ZTA counter: ZTA (EBV) inhibition in EBNA-1 counter-screen | P03206 | ZTA-DNA binding, fluorescence polarization | inhibition, % at 11 µM | hit rate 0.15% among 320,000 | AID 2234; in the data active = inhibition above about 33%
Target sequence (P03206 whole entry, looked up): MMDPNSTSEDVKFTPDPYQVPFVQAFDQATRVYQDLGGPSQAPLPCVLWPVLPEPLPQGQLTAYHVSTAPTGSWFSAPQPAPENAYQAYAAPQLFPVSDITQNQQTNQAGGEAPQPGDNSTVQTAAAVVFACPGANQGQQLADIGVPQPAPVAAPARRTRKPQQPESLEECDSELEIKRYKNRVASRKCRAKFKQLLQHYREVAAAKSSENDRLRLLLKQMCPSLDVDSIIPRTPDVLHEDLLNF
An asterisk follows results filed as active; x = not tested or not shown. The list is partial. The share of hits here may be higher or lower than overall.

SMILES | Efflux pump mplx | TPT1 inhibitor | EBNA-1 inh | PP5 inh | core dimer inh | PP1 counter | CTSL1 counter | PREPL inh | ZTA counter
O=C(CC1C(=O)NCCN1Cc1ccc(-c2ccccc2)cc1)NCC1CCOCC1 (centres undefined) | 0.1 | -6 | -3 | 1.7 | 3 | -1 | -2 | 34 | 11
COc1ccc(Cl)cc1N(CC(=O)Nc1ccccc1C(=O)N1CCCC1)S(C)(=O)=O | 0.3 | -1 | -10 | 1.6 | -1 | 0 | -2 | -3 | 14
Cc1csc(SCC(=O)NC(C)c2ccc(F)cc2)n1 (centres undefined) | 0.0 | -1 | -11 | -1.6 | 1 | 0 | -10 | 14 | -6
O=c1c2ccccc2nc(CSc2ncnc3nc[nH]c23)n1-c1cccc(C(F)(F)F)c1 | -0.3 | -2 | -5 | -0.5 | 0 | -4 | 5 | -2 | -21
Cc1ccc(CS(=O)(=O)CCC(=O)NCCN(C)Cc2ccccc2)cc1 | 0.0 | -3 | 8 | 0.1 | 0 | -5 | -5 | 4 | 11
Cc1nn(C2CCS(=O)(=O)C2)c(Cl)c1/C=C/C(=O)OCC(=O)c1c[nH]c2ccccc12 (centres undefined) | 0.1 | 5 | 7 | 2.9 | 5 | 1 | -3 | -5 | 13
Cc1ccc(S(=O)(=O)NN/C(=N/S(=O)(=O)c2ccccc2)c2ccccc2)cc1 | 0.1 | 3 | -2 | 2.8 | -4 | 1 | -2 | 1 | 8
O=C(NC(C(=O)c1ccccc1)n1c(=O)cc[nH]c1=S)c1ccccc1 (centres undefined) | 0.4 | -1 | -7 | 0.2 | 2 | -3 | 6 | 13 | -14
O=C(Cn1c(=O)c2cccn2c2ccccc21)NCCCN1CCCCC1 | -0.1 | 0 | 1 | 0.6 | -15 | -2 | 4 | 10 | 1
O=C(COc1ccccc1Cl)NNC(=O)c1ccc2nc[nH]c2c1 | -0.2 | -2 | 0 | 1.5 | -1 | 0 | -16 | -2 | 1

Entries of single compounds as entered above. Screens in order: Efflux pump mplx	TPT1 inhibitor	EBNA-1 inh	PP5 inh	core dimer inh	PP1 counter	CTSL1 counter	PREPL inh	ZTA counter
Cc1ccc(CS(=O)(=O)CCC(=O)NCCN(C)Cc2ccccc2)cc1 is entered as 0.0	-3	8	0.1	0	-5	-5	4	11
O=C(CC1C(=O)NCCN1Cc1ccc(-c2ccccc2)cc1)NCC1CCOCC1 (centres undefined) is entered as 0.1	-6	-3	1.7	3	-1	-2	34	11
O=C(COc1ccccc1Cl)NNC(=O)c1ccc2nc[nH]c2c1 is entered as -0.2	-2	0	1.5	-1	0	-16	-2	1

(cont.)
SMILES | Efflux pump mplx | TPT1 inhibitor | EBNA-1 inh | PP5 inh | core dimer inh | PP1 counter | CTSL1 counter | PREPL inh | ZTA counter
CCOCCCN(C)C1CCN(C(=O)c2oc3ccccc3c2NC(=O)COc2ccc(F)cc2)CC1 | -0.4 | -1 | -8 | 4.5 | 0 | -1 | -1 | -12 | -14
CCOc1ccc(N2C(=O)CC(N(CCc3ccc(OC)cc3)C(=O)c3cccc(F)c3)C2=O)cc1 (centres undefined) | -0.2 | 3 | -8 | 1.5 | 1 | -1 | 2 | 6 | -10
c1ccc(CCNc2nnnn2-c2ccccc2)cc1 | 0.1 | -1 | 0 | 0.2 | 1 | -3 | -6 | -9 | -4
O=C(CCNS(=O)(=O)c1ccc(Br)s1)NCc1ccc2c(c1)OCO2 | 0.0 | 2 | -2 | -2.1 | 3 | 1 | 0 | -12 | 19
CCCc1noc2c1C(c1ccoc1)C(C#N)=C(N)N2 (centres undefined) | -0.1 | -2 | -2 | 2.4 | 0 | 0 | -4 | -1 | 0
CC1=NN(C(=O)Cc2ccc([N+](=O)[O-])cc2)C(O)(c2ccccc2)C1 (centres undefined) | 0.0 | 2 | -17 | 1.5 | -5 | -3 | 2 | 11 | 17
CCOc1ccc(NC(=O)CSc2ncnc3c2sc2ccccc23)cc1 | -0.4 | 0 | -10 | 0.3 | -1 | -2 | 0 | -9 | 1
CCOC(=O)c1[nH]cnc1N=Nc1c(O)ccc2ccccc12 | -0.1 | -22 | 27 | 1.3 | -13 | 1 | -4 | 6 | 6
Cc1ccc(S(=O)(=O)N2CCN(C(=O)CC(C)C)CC2)cc1 | -0.1 | -2 | 0 | -1.3 | 0 | -2 | -1 | 9 | -19
CNc1snc(C)c1C(=O)OCC(=O)c1ccc(OC)c(F)c1 | -0.1 | x | x | 0.8 | x | 0 | x | -1 | -4
CCS(=O)(=O)N1CCC(C(=O)N2CCOCC2)CC1 | -0.1 | 1 | 11 | -0.7 | -9 | 2 | -2 | 7 | 4
CCN1CC(CN(C)Cc2nc(-c3ccco3)oc2C)CC1=O (centres undefined) | -0.1 | 2 | -3 | -1.3 | 0 | -2 | 0 | 2 | 0
CCOC(=O)Cn1nc(C)n(-c2cccc(Cl)c2)c1=O | 0.1 | 0 | 3 | 1.2 | -2 | -3 | 4 | 6 | 4
Cc1ccc(CC(=O)O/N=C(\N)Cc2ccc([N+](=O)[O-])cc2)cc1 | 0.0 | 3 | -2 | -2.0 | 9 | -6 | -17 | 18 | 5
Cc1ccccc1N1C(=O)C2C3CCC(O3)C2C1=O (centres undefined) | 0.1 | -4 | -41 | 2.4 | -2 | -2 | -1 | 9 | -8
COc1ccc(-c2cn(CCC(=O)NCc3ccc(C)cc3)c(-c3ccncc3)n2)cc1 | -0.1 | -2 | -1 | -0.6 | 10 | -7 | 1 | -1 | 32
COc1ccc2c(c1)-c1c(ssc1=S)C(C)(C)N2C(=O)CSC1=NCCS1 | 0.3 | -2 | -3 | 3.2 | 14 | 1 | 2 | 42 | 4
Cc1ccc(SCC(=O)c2c(C)nc3ccccn23)cc1 | 0.0 | 2 | -16 | -0.1 | 1 | 1 | 2 | -6 | -11
Cc1ccc2c(c1)N(C(=O)CCC(=O)N1CCC(C(N)=O)CC1)CCO2 | -0.2 | -4 | -11 | 2.0 | -7 | 10 | 0 | 4 | -33
N#Cc1c(-c2ccccc2)cc(-c2ccccc2)nc1SCC(=O)NCC(=O)O | 0.0 | -5 | 6 | -2.8 | 10 | 2 | 6 | 14 | 3
CN(CCOC(=O)c1ccc2c(c1)OCCO2)Cc1ccccc1 | -0.1 | -1 | 9 | 0.5 | -2 | 2 | -4 | -8 | 12
O=C(Nc1nnc(C2CC2)s1)c1cccs1 | -0.2 | -2 | -2 | 0.1 | -8 | -4 | 2 | -2 | -1
O=c1oc2ccccc2n1Cc1cccc(Cl)c1 | 0.1 | 1 | -10 | 4.2 | -2 | -4 | -1 | -5 | 0
COc1ccc(OCCC(=O)OCC(=O)NCCc2ccccc2)cc1 | 0.1 | -1 | -1 | -3.0 | -3 | 0 | -15 | 8 | 13
O=C(CSc1nc2c(c(=O)n1-c1ccc(F)cc1)SCC2)NCc1ccco1 | 0.4 | 0 | 1 | 1.1 | 5 | 2 | -1 | 11 | 3
COc1ccc2cc(C(c3nnnn3C3CCCCC3)N3CCCCCC3)c3nnnn3c2c1 (centres undefined) | -0.2 | -4 | 1 | -1.3 | -1 | 2 | -2 | 2 | -16
O=C(O)c1cccc(-c2ccc(/C=N/Nc3ccc([N+](=O)[O-])cc3)o2)c1 | 0.3 | 124* | 4 | 5.5 | -18 | 6 | 7 | 21 | 7
COc1ccc(C(C)(C)C)cc1NC(=O)c1cncc(Br)c1 | -0.1 | 4 | -2 | 1.8 | -3 | 0 | 2 | 13 | -19
CC(C)CC(NC(=O)OC(C)(C)C)C(=O)NC(C(=O)N1CCCC1C(N)=O)C(C)C (centres undefined) | 0.1 | -1 | -4 | -0.3 | 1 | -2 | 7 | 18 | 8
Cn1nnnc1SCCNC(=O)C1CCC(=O)N(CCc2cccc(F)c2)C1 (centres undefined) | -0.1 | -3 | 3 | -0.3 | -8 | 0 | 2 | 4 | 6
N#Cc1cc(Sc2ccccn2)c(Sc2ccccn2)cc1C#N | 0.0 | 0 | 3 | 1.6 | 12 | -4 | -2 | -5 | -6
Cc1cccc(-c2nc3cc(NC(=O)C4CCCO4)ccc3o2)c1 (centres undefined) | -0.1 | -3 | -8 | 2.5 | -3 | 0 | 2 | -39 | 2
COc1ccccc1C(CNC(=O)C1COc2ccccc2O1)N1CCCC1 (centres undefined) | -0.1 | x | x | -2.9 | x | 0 | x | 10 | -7
CN(C)c1cc[n+](CC(=O)Nc2c(Cl)cc(Cl)cc2Cl)cc1 | -0.1 | -4 | 10 | 0.0 | 1 | -3 | 3 | -7 | 13
CC1(C)Cc2c(sc(NC(=O)C(=O)N3CCCC3)c2C(N)=O)CO1 | 0.9 | -1 | 11 | -1.0 | -20 | -6 | 0 | 6 | 14
CS(=O)(=O)c1nc(-c2ccc(Br)cc2)cc(-c2ccccc2)c1C#N | 0.0 | 0 | -13 | 2.7 | 34 | 4 | -3 | 2 | 14
COc1ccc(NC(=O)CCS(=O)(=O)c2ccc3c(c2)CCCN3C(C)=O)cc1 | 0.1 | -7 | -19 | -1.9 | -1 | 1 | 0 | 11 | -5
CC1=C(C(=O)Nc2ccc(Cl)cc2)C(c2cccs2)n2nnnc2N1 (centres undefined) | -0.1 | 0 | 2 | -0.2 | 3 | 2 | 0 | -2 | 15
C=CCN1C(=O)c2ccc(C(=O)N(CCOC)c3c(N)n(CCCC)c(=O)[nH]c3=O)cc2C1=O | 0.0 | 1 | 6 | -2.1 | -2 | -4 | 1 | 5 | 1
COc1cc2c(cc1OC)CN(CC(=O)Nc1ccc(F)cc1)C(C(=O)O)C2 (centres undefined) | 0.0 | 1 | 3 | -1.2 | -4 | 3 | -1 | 7 | -1
CCc1cc(-c2n[nH]c(C)c2-c2nc3ccccc3n2C)c(O)cc1O | 0.3 | -7 | -1 | 3.8 | 2 | 0 | 3 | -3 | 2
CCOC(=O)CC(NC(=O)Cc1ccc(F)cc1)c1ccccc1Cl (centres undefined) | 0.0 | -3 | 3 | -0.8 | -4 | -1 | -3 | -6 | -3
c1ccc2c(c1)CCCn1nnnc1-2 | 0.0 | -3 | 5 | -0.7 | 1 | -3 | -4 | 3 | 2
CCC(CC)c1nnc(NC(=O)c2c(C)nn(Cc3ccccc3Cl)c2C)s1 | 0.2 | 0 | 3 | 3.4 | 12 | 0 | 0 | -2 | -7
C[C@@H](C(=O)Nc1ccccc1N1CCOCC1)N1C(=O)C2CC=CCC2C1=O (some centres undefined) | 0.1 | 2 | -7 | -2.0 | 1 | 1 | 2 | 17 | 6
N/C(=N\OC(=O)CCn1cccc(C(F)(F)F)c1=O)c1ccc(OC(F)(F)F)cc1 | -0.1 | -1 | 3 | 0.4 | 0 | 0 | 0 | 8 | -10
O=C(/C=C/c1ccc([N+](=O)[O-])cc1)NCCc1ccc(F)cc1 | 0.1 | -1 | 0 | -1.6 | -1 | -2 | 2 | 8 | -3
O=C1OCCN1S(=O)(=O)Nc1ccccc1 | -0.1 | -2 | 13 | -1.7 | -2 | -1 | 2 | -2 | -6
CC1(C)C2CCC1(C(=O)O)c1nc3ccccc3nc12 (centres undefined) | -0.1 | 9 | 5 | 0.0 | -3 | -5 | -3 | -4 | 11
O=C(C1CC1)N1CCc2cc(Br)cc(S(=O)(=O)NCc3ccc4c(c3)OCO4)c21 | -0.3 | -6 | 4 | 2.5 | 6 | 0 | -1 | 3 | 0

Screening results: PubChem, several laboratories
